Rad51 HR inh = blocks human Rad51 in homologous recombination. Q06609. hRad51 DNA strand exchange, fluorescence dequenching. inhibition, % at 10 µM. 200,000 compounds, 0.085% hits;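 active means inhibition above 40% at the single screening dose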;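 further: 0% = DMSO control wells and 100% = blanks with heterologous ssDNA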
Target sequence (Q06609 whole entry, looked up): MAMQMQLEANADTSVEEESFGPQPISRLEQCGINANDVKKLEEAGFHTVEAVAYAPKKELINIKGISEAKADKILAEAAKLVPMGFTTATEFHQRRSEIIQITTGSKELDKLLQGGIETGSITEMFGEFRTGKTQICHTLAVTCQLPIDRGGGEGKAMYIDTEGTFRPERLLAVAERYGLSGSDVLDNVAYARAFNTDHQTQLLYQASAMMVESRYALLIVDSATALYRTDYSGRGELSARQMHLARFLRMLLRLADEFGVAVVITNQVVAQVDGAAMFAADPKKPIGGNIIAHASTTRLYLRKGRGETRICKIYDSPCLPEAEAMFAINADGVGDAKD
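Assay system: Human Rad51 nucleoprotein filaments preassembled on unlabelled ssDNA | Reagent: Donor/quencher-labelled 47-bp dsDNA substrate | Doses: One concentration, 10 µM final | Times: 37 °C 15-min filament assembly, 30-min compound preincubation, 15-min exchange | Technique: Fluorescein emission 520 nm, excitation 485 nm | Benchmarks: Plate control and blank wells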
FXIIa inh = inhibitors of human coagulation factor XIIa | P00748 | purified FXIIa, Boc-QGR-AMC fluorogenic substrate, 2 h | inhibition, % at 5 µM | 220,000 compounds, 0.3% hits | AID 800; in the data active means inhibition above about 40%;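 further: 0% = enzyme with no compound and 100% = blank without enzyme; many of its hits are not listed in these tables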
Furin inh = human furin inhibition; P09958; purified furin, fluorogenic substrate cleavage; inhibition, % at 30 µM; 220,000 compounds, 0.061% hits; in the data active means inhibition above about 25%; further: inactives centre near -15
FXIa inh 1536 = factor XIa (human) inhibition; purified FXIa, Boc-Glu-Ala-Arg-AMC fluorogenic substrate; inhibition, % at 5 µM; 220,000 compounds, 0.14% hits; AID 798;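 active means inhibition of at least 40%; inactive means inhibition below 40%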;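 further: fluorescence of freed AMC excited at 355 nm; 0% = enzyme without compound and 100% = no enzyme blank; many of its hits are not listed in these tables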
Target sequence (P03951 19-387 limits assumed): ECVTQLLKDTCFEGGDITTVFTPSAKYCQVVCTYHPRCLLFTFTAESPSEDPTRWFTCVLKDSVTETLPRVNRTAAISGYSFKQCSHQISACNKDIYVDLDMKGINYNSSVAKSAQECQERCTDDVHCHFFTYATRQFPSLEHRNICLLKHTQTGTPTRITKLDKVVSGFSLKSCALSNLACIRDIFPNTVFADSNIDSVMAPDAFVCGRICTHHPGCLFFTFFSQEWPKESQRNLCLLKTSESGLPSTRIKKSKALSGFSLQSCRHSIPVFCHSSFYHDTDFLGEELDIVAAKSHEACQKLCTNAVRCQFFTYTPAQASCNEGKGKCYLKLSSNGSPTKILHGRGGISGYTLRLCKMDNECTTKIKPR
Target sequence (P03951 388-625 limits assumed): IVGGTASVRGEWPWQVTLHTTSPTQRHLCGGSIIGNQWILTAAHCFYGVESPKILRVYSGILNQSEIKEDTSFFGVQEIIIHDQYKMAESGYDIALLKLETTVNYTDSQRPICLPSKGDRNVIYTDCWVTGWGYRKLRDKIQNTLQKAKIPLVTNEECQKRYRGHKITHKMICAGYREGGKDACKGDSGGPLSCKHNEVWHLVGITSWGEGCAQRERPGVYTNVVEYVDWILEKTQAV
Calpain2 inh = calpain II (pig) inhibition; purified calpain II, fluorogenic peptide substrate, 30 min; inhibition, % at 16 µM; 220,000 compounds, 0.37% hits;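 active means inhibition above about 50%, limit read from the data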
Cl transport mod = modulates chloride dependent transport by human KCC2; 190,000 compounds, 2.2% hits; KCC2 cells, thallium flux FluoZin-2 fluorescence; Q9H2X9; AID 1456; B-score of Tl+ flux slope (higher = more flux/activation; lower = inhibition) at 10 µM;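 active means thallium flux slope and its plate-corrected score both differing from the plate sample mean at a set confidence after two filtering rounds, in either direction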;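 further: slope of fluorescence scaled to starting intensity during 10 to 20 s after thallium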
PERK inh = blocks human PERK kinase; Q9NZJ5; inhibition, % at 5.6 µM; AID 1416; CHO PERK-DD fusion, SEAP luminescence translation reporter; 220,000 compounds, 0.17% hits;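 active means inhibition above the mean inhibition of all tested compounds plus 3 SD, set separately per screening campaign, cut at about 2.9% in these data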;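 further: PERK kinase domain activated by AP20187 dimerizer at 100 nM; 0% = DMSO with dimerizer and 100% = rapamycin at 8.4 µM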
hK5 inh = kallikrein 5 (human) inhibition; 210,000 compounds, 0.59% hits; inhibition, % at 5 µM; Q9Y337; recombinant hK5, fluorogenic AMC substrate cleavage;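 active means inhibition of 40% or more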;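 further: 0% = enzyme controls without compound and 100% = no-enzyme blanks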
thrombin 1536 = inhibitors of human thrombin; P00734; alpha-thrombin, Boc-VPR-AMC fluorogenic substrate cleavage; inhibition, % at 5 µM; 220,000 compounds, 0.26% hits;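 active means inhibition at or above 40%; inactive means inhibition below 40%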;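 further: 0% = enzyme with no compound and 100% = wells without enzyme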
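Material: Human alpha-thrombin protein | Buffer or medium: pH 7.5 Tris-saline with Tween 20 | Reagent: Boc-VPR-AMC substrate, 15 µM final | Schedule: Reaction at ambient temperature | Detection: AMC fluorescence at 355 nm excitation and 460 nm emission | Evaluation: Percent inhibition scaled between no-compound controls and no-enzyme blanks | Controls: no-compound enzyme wells and no-enzyme blanks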
* hit, by the source's call; i = inactive; / = no result given; [ ] = dose if it differs, or a comment.

| Rad51 HR inh | FXIIa inh | Furin inh | FXIa inh 1536 | Calpain2 inh | Cl transport mod | PERK inh | hK5 inh | thrombin 1536 | SMILES |
| --- | --- | --- | --- | --- | --- | --- | --- | --- | --- |
| -1 | -4 | -7 | -13 | 23 | 1.3 | -0.6 | -8 | 93* | CCn1cc(C(=O)NCc2ccc3c(c2)OCO3)c(=O)c2cc(S(=O)(=O)N3CCOCC3)ccc21 |
| 0 | -6 | -23 | 2 | 24 | / | 1.4 | 4 | 4 | O=C(CNC(=O)c1ccco1)OCc1c(F)cccc1Cl |
| -4 | 11 | -2 | -2 | -81 | -0.67 | 1.0 | 0 | -2 | Cc1cccc(Cn2cc(/C=C/[N+](=O)[O-])c3ccccc32)c1 |
| / | 5 | -16 | 1 | 38 | / | 0.3 | 9 | 2 | CC(=O)N1N=C(c2cccc([N+](=O)[O-])c2)OC1c1cccc(Br)c1 (stereo not drawn) |
| 17 | 7 | -19[20 µM] | -1 | 5 | 0.45 | 1.0 | -6 | -6 | CCOP(=O)(O)c1ccccc1OCCOCCOc1ccccc1P(=O)(O)OCC |
| -1 | 6 | -8 | 1 | 0 | 0.32 | -0.3 | -2 | 3 | COCCNC(=O)C12CC3CC(CC(Cl)(C3)C1)C2 |
| -2 | 6 | -8 | 0 | 21 | 0.75 | 0.1 | 5 | -2 | Cc1cccc(OC(=O)NCCOC(=O)N(O)c2ccc(Cl)cc2)c1 |
| -14 | 7 | -19[20 µM] | -26 | 23 | / | -0.2 | 4 | -1 | Cc1ccc(C(=O)OCc2ccc3c(c2)OCO3)cc1S(=O)(=O)N1CCCCC1 |
| 23 | 6 | -12 | 22 | -59 | 0.18 | -0.7 | -9 | -3 | CNC(=S)N(CCc1ccccc1)Cc1cc2cc(OC)c(OC)cc2[nH]c1=O |
| -2 | 14 | -17[20 µM] | -1 | -31 | 0.9 | 0.7 | -16 | -1 | Cc1cn(S(=O)(=O)c2ccc(Br)cc2)cn1 |
| 3 | -9 | -8 | -3 | -1 | 1.2 | 1.2 | 32 | 11 | O=C(NCC1CCCO1)c1cccc(-n2cnnn2)c1 (stereo not drawn) |
| -1 | 11 | -16 | 8 | -4 | -0.57 | 0.1 | -2 | 1 | Cc1cc(O)c2c(c1)C(O)(C1OC(CO)C(O)C(O)C1O)c1cccc(O)c1C2=O (stereo not drawn) |
| 4 | 14 | -25 | 1 | 16 | 0.57 | 0.0 | 4 | 2 | O=C(CCN1CCCCC1)NNC(=O)C12CC3CC(CC(C3)C1)C2 |
| 4 | -1 | -32 | 5 | -135 | -0.0062 | 0.9 | -18 | -4 | COc1ccc(/C=C/c2nnc(NC(=O)COc3cccc(C)c3)s2)cc1 |
| 4 | 9 | -10 | -2 | 5 | 1.4 | 0.3 | -1 | 3 | COC(=O)COc1cccc(NS(=O)(=O)c2cccc([N+](=O)[O-])c2)c1 |
| -2 | 16 | 4 | 5 | -13 | -2.5 | 1.1 | -3 | 3 | Cc1ccc(C)c(N2CCN(c3ncnc4c3cnn4-c3ccccc3)CC2)c1 |
| -1 | 15 | -17[20 µM] | 3 | -12 | -0.031 | -0.4 | -13 | 2 | O=C(CCCCCn1c(=O)[nH]c2ccccc2c1=O)NCCc1c[nH]c2ccccc12 |
| 1 | 9 | -22 | 1 | -24 | -0.47 | -0.2 | 4 | -1 | CC(=O)c1ccc(OCC(O)CNCc2ccc3c(c2)OCO3)cc1 (stereo not drawn) |
| -5 | 12 | -15 | -2 | 7 | -1.4 | -0.1 | 2 | -9 | O=C(CC1C(=O)NCCN1Cc1ccc(-c2ccccc2)cc1)NC1CCC1 (stereo not drawn) |
| -2 | 12 | -16 | 0 | 24 | -0.038 | -1.3 | 1 | 2 | Cc1ccn2cc(CCNS(=O)(=O)c3ccc([N+](=O)[O-])cc3)nc2c1 |
| 19 | 8 | -22 | 9 | 1 | -0.63 | 1.1 | 8 | 1 | Cc1onc(-c2ccccc2)c1-c1csc(N/N=C/c2ccccc2Cl)n1 |
| 8 | 33 | -5 | 8 | -20 | 0.55 | -0.2 | 7 | 6 | CCN1CCN(c2oc(-c3ccco3)nc2C#N)CC1 |
| 8 | 6 | -19[20 µM] | 2 | -4 | 0.89 | 0.1 | -4 | -2 | Cc1cc(OCCN2CCCCC2)nc2ccccc12 |
| / | 5 | 15 | -4 | 34 | 0.042 | -0.3 | -1 | -6 | CC(C)Cc1ccc(/C=C/C(=O)N2CCCCC2)cc1 |
| -1 | 8 | -30 | 1 | 7 | -0.25 | 0.6 | / | 0 | CN(CCCN1CCOCC1)Cc1cn(C)nc1-c1ccccc1F |
| 10 | 16 | -25 | 9 | -79 | -0.12 | 1.2 | -7 | 4 | COc1ccc(NC(=O)C(OC(=O)c2ccc([N+](=O)[O-])o2)c2ccccc2)cc1Cl (stereo not drawn) |
| 2 | 0 | -3 | -6 | -7 | 0.64 | 0.5 | -10 | 6 | O=C(CCCn1c(=S)[nH]c2cc3c(cc2c1=O)OCO3)NC1CC1 |
| -7 | -14 | -15[20 µM] | -5 | -21 | -1.2 | 0.1 | -6 | -7 | CC1CCC(NC(=O)C2CCN(c3cnccn3)CC2)CC1 (stereo not drawn) |
| -6 | 21 | -32 | 18 | 1 | 0.47 | 1.2 | -15 | -2 | COc1cc(/C=C/C(=O)OCC(=O)NCc2cccs2)ccc1OC(F)F |
| 9 | 5 | -13[20 µM] | 4 | -6 | 0.88 | 0.2 | -2 | -6 | Cc1cc(C)n2nc(SCC(=O)N(C)c3ccccc3)nc2n1 |

Fetched by compound from the entries so far (3):
| Rad51 HR inh | FXIIa inh | Furin inh | FXIa inh 1536 | Calpain2 inh | Cl transport mod | PERK inh | hK5 inh | thrombin 1536 | SMILES |
| --- | --- | --- | --- | --- | --- | --- | --- | --- | --- |
| / | 5 | -16 | 1 | 38 | / | 0.3 | 9 | 2 | CC(=O)N1N=C(c2cccc([N+](=O)[O-])c2)OC1c1cccc(Br)c1 (stereo not drawn) |
| 17 | 7 | -19[20 µM] | -1 | 5 | 0.45 | 1.0 | -6 | -6 | CCOP(=O)(O)c1ccccc1OCCOCCOc1ccccc1P(=O)(O)OCC |
| 4 | 14 | -25 | 1 | 16 | 0.57 | 0.0 | 4 | 2 | O=C(CCN1CCCCC1)NNC(=O)C12CC3CC(CC(C3)C1)C2 |

Continued.
| Rad51 HR inh | FXIIa inh | Furin inh | FXIa inh 1536 | Calpain2 inh | Cl transport mod | PERK inh | hK5 inh | thrombin 1536 | SMILES |
| --- | --- | --- | --- | --- | --- | --- | --- | --- | --- |
| 7 | 4 | -25 | -4 | -33 | 0.3 | 0.6 | -4 | -9 | COc1ccc(OCc2nnc(SCc3ccc(C(=O)O)cc3)o2)cc1 |
| 1 | -1 | -27 | 22 | -16 | -1.1 | 0.8 | -4 | -1 | N#Cc1c(-c2ccccc2)nc(SCC(=O)Nc2nnc(C(F)(F)F)s2)[nH]c1=O |
| -4 | 10 | -17[20 µM] | 2 | 0 | -1.7 | -0.1 | -1 | 3 | CN(CC(=O)N1CCc2ccccc21)S(=O)(=O)c1ccc(Br)s1 |
| 2 | -1 | -2 | -3 | i | / | 0.4 | -27 | -4 | COc1cccc(Oc2coc3c(CN4CCOCC4)c(O)ccc3c2=O)c1 |
| 0 | 4 | -16 | 0 | 4 | 0.44 | 0.2 | -17 | -13 | O=C(NC1CCCC1)C(c1ccc(F)cc1)N(Cc1ccccc1Cl)C(=O)CCl (stereo not drawn) |
| 5 | 10 | -19 | -1 | -1 | -1.4 | 0.0 | 6 | -2 | CCC(C)NC(=O)c1ccccc1NC(=O)C1COc2ccccc2O1 (stereo not drawn) |
| 18 | 8 | -8 | 0 | 2 | -0.74 | -0.1 | 1 | -1 | Cc1cc(N/N=C/c2ccccc2)nc(N)n1 |
| / | 10 | -17 | 6 | -7 | 0.96 | 0.8 | -2 | 1 | CN(C)CCC#CC(O)(c1ccccc1)c1ccccc1 |
| / | 9 | -30 | 2 | -1 | 1.1 | 0.6 | / | -1 | CCOC(=O)c1ccc(N2C(=O)CC(N3CCN(C(=O)c4ccccc4)CC3)C2=O)cc1 (stereo not drawn) |
| -7 | 16 | -17 | 4 | -40 | -0.89 | 0.8 | 5 | 0 | OC(C#CCN1CCOCC1)(c1ccccc1)C1CC1 (stereo not drawn) |
| / | 4 | -5 | -5 | -6 | 1.1 | -0.1 | -21 | 0 | COc1cccc(/C=N/NC(=O)C(=O)N/N=C/c2cccc(OC)c2O)c1O |
| -4 | -4 | -4 | -9 | 12 | 0.5 | -0.5 | -23 | -13 | Cc1cccc(OCCC(=O)NCC(=O)Nc2cccc(C)c2C)c1 |
| -11 | 6 | -6 | 22 | 18 | 0.074 | 0.4 | 20 | -4 | CCCCn1c(N)c(NCc2ccccc2)c(=O)[nH]c1=O |
| 4 | 4 | -11[20 µM] | 0 | -23 | 0.48 | 0.8 | -6 | -3 | CCN1CCN(CCCNC(=O)C2c3ccccc3C(=O)N(C)C2c2ccc(OC)cc2)CC1 (stereo not drawn) |
| 4 | 11 | -2 | 4 | -79 | -0.35 | -1.7 | -4 | 3 | C=CCn1c(=O)/c(=C\c2ccsc2)s/c1=C(/C#N)C(=O)NCCN1CCOCC1 |
| 9 | 2 | -33 | -7 | -3 | -0.02 | -0.6 | -13 | 3 | CCn1cc(C(=O)Nc2cccc(C)c2)c(=O)c2ccc(C)nc21 |
| -7 | 14 | -21 | 1 | -17 | / | 0.9 | 5 | 2 | Cc1ccc(N)cc1-n1c(C)ccc1C |
| -10 | 17 | 0 | 4 | -7 | -0.037 | -0.6 | -17 | -8 | COc1ccc(C2CCN(Cc3cccnc3)CC2O)cc1 (stereo not drawn) |
| -3 | 10 | -26 | 4 | -85 | -0.59 | 1.4 | -2 | 1 | N#C/C(=C\C1CC=CCC1)c1nc2ccccc2[nH]1 (stereo not drawn) |
| -3 | -5 | -36[20 µM] | -7 | 14 | / | 0.9 | 2 | -4 | CCOC(=O)CS(=O)(=O)c1ccc(C(F)(F)F)cn1 |
| 13 | -3 | -26 | 2 | -33 | -1.5 | -0.3 | -3 | -22 | COc1ccccc1N1CCN(C(=O)C2CCN(S(=O)(=O)c3ccccc3)CC2)CC1 |
| -6 | 10 | -16 | 9 | -19 | -0.029 | 0.7 | -6 | 4 | O=C(CN1C(=O)NC(Cc2ccccc2)C1=O)Nc1ccc(F)cc1 (stereo not drawn) |
| 5 | 6 | -26 | -3 | -19 | 0.73 | 0.0 | 0 | -7 | C=C(C)C(=O)Nc1nnc(-c2ccccc2C)s1 |
| -2 | 1 | -18 | -9 | 29 | -1.1 | -0.5 | -17 | -6 | O=C(Nc1ccccc1)c1cccc(S(=O)(=O)Oc2ccc([N+](=O)[O-])cc2)c1 |
| -6 | 20 | -30[20 µM] | -6 | -7 | 0.31 | 2.3 | 3 | 1 | CC1C(c2ccccc2)=[N+]([O-])C2(CCCCC2)N1O (stereo not drawn) |
| -5 | 13 | -6 | 2 | -20 | / | -0.4 | -4 | 2 | COc1cc2c(cc1OC)C(C(=O)NCc1ccco1)C(c1cccs1)N(C)C2=O (stereo not drawn) |
| / | 6 | -35 | 0 | 0 | 0.078 | 1.5 | 3 | -3 | CCOC(=O)c1ccc2nc(NC(C)=O)sc2c1 |
| 4 | 6 | -14 | 2 | 8 | 0.068 | 0.7 | -17 | -10 | CCOc1ccc(S(=O)(=O)NNC(=O)c2cc3ccccc3o2)cc1 |
| 17 | 9 | 0 | 3 | 9 | -1.1 | 0.4 | -5 | 5 | Cc1ccc(NC(=O)c2cc(C)n(-c3ccccc3)c2C)cc1 |
| 7 | -2 | -21 | -7 | -12 | 0.15 | 1.6 | -1 | 0 | CC(=O)N(CN1C(=O)CCC1=O)c1ccc(Cl)c(Cl)c1 |

Assay outcomes as filed in PubChem.

These rows are one share of the data; the hit share may differ from the screen's.
